IL1B secr inh: blocks inflammasome-driven IL-1 beta release. THP-1 LPS/ATP IL-1B secretion, AlphaLISA, 16 h; hits give low values. activity change, % at 57.5 µM. 4.7% of 360,000 active. AID 743279; in the data active = activity change below about -50%; inconclusive = mostly about -30% to -49%; note: % is set by controls: 0 for no effect and ±100 for the full control effect
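THP-1 cells pretreated 1 hr with compounds (up to 57.5 uM final), then stimulated with LPS (250 ng/mL final) plus ATP (1.25 mM final); secreted IL-1B measured by AlphaLISA after 16 hr, decreased signal indicating inhibition.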
TGFb SMAD3 inh: TGF-b pathway inhibition. 1.2% of 410,000 active. HepG2 CAGA-GFP TGF-b/SMAD3 reporter, GFP fluorescence, 18 h; TGF-beta stimulated, 500 pg/mL final. Potency, µM (highest dose often 46.1 µM), inactives show at the top dose activity, negative = inhibition, hits mostly inhibitors. AID 588855; note: potency is the fitted concentration of half-maximal effect; % is set by controls: 0 for no effect and ±100 for the full control effect; nearly all actives have a fitted effect of over 65% in size
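GFP signal (ex488/em500-530) from TGF-beta-stimulated HEPG2 CAGA-GFP cells, 500 pg/mL final, 18 h at 37 degrees C in DMEM plus 1% FBS, normalized to unstimulated and DMSO-stimulated controls.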
A549 viability: A549 cytotoxicity, counter-screen for Nrf2 inhibitors; A549 ARE-Fluc cells, CellTiter-Fluor viability, 18-24 h; Potency, µM (top dose mostly 46 µM), for the others: at the highest dose activity change, negative = cytotoxicity, actives largely listed as inhibitors; 0.16% of 390,000 active; AID 504648; note: potency is the fitted concentration of half-maximal effect; % is set by controls: 0 for no effect and ±100 for the full control effect
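A549 ARE-Fluc cells in 5% FBS OPTI-MEM, 5000 cells/well, rested 2 h then exposed to compounds in concentration-response for 18-24 h at 37 °C. Viability by CellTiter-Fluor fluorescence (Ex 405/Em 525) after 30 min; luciferase luminescence (BugLite, 15 min, RT) read afterwards.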
MCF10A rerep: DNA re-replication induction in MCF 10a cells. MCF 10A DNA re-replication, Hoechst nuclear intensity, 48 h. 2.9% of 350,000 active. Potency, µM (series often up to 46.1 µM), without a hit: at the top dose activity, positive = re-replication, actives largely listed as activators. AID 624296; note: potency is the fitted concentration of half-maximal effect; % of control where 0% means no effect; nearly all actives have a fitted effect of over 50% in size
Nrf2 ARE act: activates Nrf2 signaling | 0.31% of 410,000 active | AID 624171 | Potency, µM (highest dose often 46.1 µM), for inactives: top-dose activation, actives largely listed as activators | AREc32 ARE-luciferase reporter (MCF7-derived line), luminescence, 24 h; note: potency is the fitted concentration of half-maximal effect; % of control where 0% means no effect; nearly all actives have a fitted effect of over 65% in size
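Each well held 1000 AREc32 cells, which were incubated with compound for 24 hr at 37 deg C after overnight attachment, and ARE reporter activity was quantified by firefly luciferase luminescence.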
S2 tox: reduces viability in counter-screen for ATXN expression inhibitors. S2 cells (HEK-293 line with an ATXN2-luciferase reporter) viability, CellTiter-Fluor protease fluorescence, 24 h. Potency, µM (titrated, usually from 56.7 µM), hits mostly cytotoxic. 0.49% of 400,000 active; note: potency is the fitted concentration of half-maximal effect; nearly all actives have a fitted effect of over 40% in size
ATXN2 expr inh: reduces ATXN2 reporter expression in HEK-293 cells. AID 1745845. 0.72% of 360,000 active. Potency, µM (titrated, usually from 57 µM), for inactives: top-dose activity change, negative = inhibition, most hits filed as inhibitors. HEK-293 ATXN2-luciferase reporter, luminescence, 24 h; note: potency is the fitted concentration of half-maximal effect; % is set by controls: 0 for no effect and ±100 for the full control effect; nearly all actives have a fitted effect of over 55% in size
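qHTS (up to 57 uM final) was run with 24 h compound exposure of reporter cells at 37 °C. Each well was multiplexed: SteadyGlo luminescence measured ATXN2-luciferase expression after a fluorogenic Gly-Phe-AFC viability readout (25 uM final).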
HepG2 viability: HepG2 cytotoxicity, counter-screen for TGF-b inhibitors. HepG2 CAGA-GFP viability, ATP luminescence, 18 h. Potency, µM (top dose mostly 46.1 µM), inactives show at the highest dose activity change, negative = cytotoxicity, most hits filed as cytotoxic. 0.76% of 410,000 active; note: potency is the fitted concentration of half-maximal effect; some results filed as inactive show a strong effect at the top dose
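HepG2 CAGA-GFP cells (1000/well, DMEM with 1% FBS) received compound, then TGF-beta at 500 pg/mL final, and were incubated 18 hours at 37 degrees C. Viability was read by CellTiter-Glo luminescence. Media-only wells were set as complete cell-killing and DMSO as no toxicity.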
Nrf2 inh: blocks Nrf2 signaling | A549 ARE-Fluc reporter, luciferase luminescence, 18-24 h | Potency, µM (doses to about 46 µM), for inactives: at the top dose activity change, negative = inhibition, hits mostly inhibitors | 2.1% of 360,000 active; note: potency is the fitted concentration of half-maximal effect; % is set by controls: 0 for no effect and ±100 for the full control effect; nearly all actives have a fitted effect of over 60% in size
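Reporter: ARE-Fluc in A549. Exposure: 18-24 h, 37 °C, 5% CO2, 5% FBS OPTI-MEM. Readouts: fluorescent cytotoxicity (CellTiter-Fluor), then luminescent Nrf2 signal after BugLite.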
Numbers without * were called inactive; i = inactive; ? = inconclusive; · = no result given; [ ] = remark or other dose. Unless noted, calls come from the whole dose curve; as a rule, active = well fitted curve in the direction sought with a large enough effect; inconclusive = small, poorly fitted or top-dose-only effect, or another doubt; inactive = no such curve, though single readings can be large; an effect the other way counts as inactive or inconclusive.

SMILES | IL1B secr inh | TGFb SMAD3 inh | A549 viability | MCF10A rerep | Nrf2 ARE act | S2 tox | ATXN2 expr inh | HepG2 viability | Nrf2 inh
CCOC(=O)c1ccc(NC(=O)c2ccc(=O)n(Cc3cccc(C)c3)c2)cc1 | · | -18% | -13% | · | 3.4% | i | ? | -41% | ·
CCOC(=O)Cc1csc(NC(=O)COc2ccc(C)cc2)n1 | 3 | 2% | 0% | -3% | 0.3% | ? | · | 12% | -17%
O=C(O)C(F)=C1c2ccccc2-c2ccccc21 | 13 | -8% | -17% | ? | 5.5% | i | -3% | 25% | ?
COc1ccc(/C=C2\Oc3cc(OCC(=O)N4CC(O)C[C@H]4C(=O)O)ccc3C2=O)cc1OC (stereo not given in full) | 4 | 0% | ? | -9% | 0.0% | i | -10% | -6% | -7%
COc1cc(/C=C/C(=O)OCC(=O)NC2CC2)cc(S(=O)(=O)N2CCc3ccccc32)c1OC | 8 | 2% | -12% | 0% | 3.8% | i | -19% | -1% | ?
Cc1c(Cl)ccc2sc(N3CCN(C(=O)CS(=O)(=O)c4ccccc4)CC3)nc12 | · | 10µM* | 2% | · | 0.0% | ? | 20µM* | -43% | ·
O=C1c2ccc3c4c(ccc(c24)C(=O)N1NC(=O)C(F)(F)F)CC3 | ? | 1% | -7% | 0% | -1.1% | i | -6% | 5% | 14%
O=C(NCCCn1ccnc1)Nc1cccc(Cl)c1 | 17 | 18% | -4% | -3% | -0.6% | i | 1% | -1% | 1%
O=C(Nc1cc(C(F)(F)F)ccc1-n1cncn1)c1ccc(-c2ccccc2)cc1 | ? | -9% | -5% | 10% | -0.6% | i | -4% | -32% | ?
CC1(C(=O)NCc2ccc(C(F)(F)F)cc2)CCN1C1Cc2ccccc2C1 (stereo not given) | -10 | ? | · | · | 7.9% | ? | -30% | -22% | ·
Cc1ccc(C(=O)Nc2cccc3[nH]c(C(F)(F)F)nc23)cc1 | -12 | 11µM* | -2% | ? | 6.6% | i | -36% | -16% | ?
CCCC(=O)Nc1cc(C)c(NC(=O)c2ccncc2)cn1 | 2 | 0% | -10% | 3% | -0.2% | i | 3% | 0% | 0%
CCC(=O)NC(Nc1sc2c(c1C(=O)OC)CCC2)C(Cl)(Cl)Cl (stereo not given) | 11 | 11µM* | -2% | ? | 0.5% | i | -17% | 9% | -25%
CSc1ncccc1C(=O)Nc1nnc(C2CC2)s1 | -12 | -5% | 2% | -1% | -0.1% | i | -6%[11.3 µM] | -1% | -4%
CC(C)Cc1cc(C(=O)Nc2cccnc2)no1 | ? | 6% | -5% | 4% | 6.0% | i | -9% | -4% | ?
CCOC(=O)c1ccc(NC(=O)CSc2nc3ccccc3c(=O)n2CCC(=O)NC2CCCCC2)cc1 | · | -17% | 2% | · | 0.6% | i | -4% | 1% | ·
COc1cc(OC)c(N(C)S(=O)(=O)c2cccc(C(=O)OCC(=O)N3CCOCC3)c2)cc1Cl | 36 | 10% | 0% | 7% | 0.2% | ? | -3% | -3% | ?
Cc1cc(=O)oc2cc(OCC(=O)N3CC[C@@]4(O)CCCC[C@H]4C3)c(Cl)cc12 | -29 | 46%[activator] | -11% | 23% | 2.1% | i | 5% | 22% | ?
O=C(COC(=O)c1sc2ccccc2c1Cl)NC1CCCCC1 | 3 | 13% | 2% | -4% | -0.6% | i | -3% | 16% | 3%
Cc1ccc(S(=O)(=O)N2CCN(C(=O)c3n[nH]c4ccccc34)CC2)cc1 | 19 | -13% | 9% | -5% | -0.4% | i | 2% | -19% | -4%
Cc1nnc(NC(=O)C(C)Sc2nnc(CNC(=O)c3ccccc3F)n2C)s1 (stereo not given) | -15 | 0% | 1% | 13% | -0.4% | i | -18% | -24% | 7%
COC(=O)c1ccc2c(=O)n(CCCCCC(=O)N3CCN(c4ccc(OC)cc4)CC3)c(=O)[nH]c2c1 | · | 29% | 2% | · | 3.9% | · | · | 5% | ·
Cc1ccc(S(=O)(=O)NNC(=S)NC(C)(C)C)cc1 | 16 | 13% | 2% | -9% | 0.2% | i | 8% | 4% | 11%
C=CCOC(=O)C1=C(C)Nc2nnnn2C1c1cc(OC)ccc1OC (stereo not given) | 56 | 0% | -10% | -2% | -0.1% | i | 4% | -16% | -7%
CCOc1ccccc1NC(=O)COc1ccc(S(=O)(=O)NC2CCCCC2)cc1 | · | ? | ? | · | 1.3% | ? | -33% | -5% | ?
SMILES | IL1B secr inh | TGFb SMAD3 inh | A549 viability | MCF10A rerep | Nrf2 ARE act | S2 tox | ATXN2 expr inh | HepG2 viability | Nrf2 inh
O=C(C1CCCCC1)N1C[C@H](n2cc(-c3ccc(F)cc3)nn2)[C@@H](O)C[C@@H]1c1ccccc1 | -27 | 13% | · | · | 0.2% | i | 1% | 0% | ·
O=C(CCn1cccn1)Nc1ccc(Br)cc1F | · | 1% | -1% | · | 2.5% | i | 10% | -1% | ?
COCC(=O)N(C)C[C@H]1N[C@@](C)(C(=O)OC)[C@H]2C(=O)N(C)C(=O)[C@@H]12 | 13 | 4% | 1% | -5% | -1.0% | i | 7% | 4% | 6%
CC(=O)c1c(C)[nH]c(C(=O)CN2CCN(S(=O)(=O)c3ccc(C(C)C)cc3)CC2)c1C | 2 | -24% | -13% | -3% | 0.4% | i | -9% | -17% | 15µM*
CN(Cc1ccccc1)Cc1ccccc1F | -7 | -7% | -2% | 1% | -0.6% | i | -1% | 0% | -1%
ClCC(CNCc1ccccc1)c1ccccc1 (stereo not given) | -13 | -3% | 13% | 0% | 0.1% | i | -5% | 0% | 6%
CC(=O)C1=C(O)CCC1=NCCc1ccccc1 | -5 | -10% | -6% | 21µM* | 0.2% | ? | -5% | -1% | -23%
CC(C)(C)OC(=O)C[C@@H]1C/C=C\C[C@H](CC(=O)NCCO)C(=O)N[C@@H](c2ccccc2)COC1=O | 0 | 6% | -8% | -4% | -0.8% | i | 4% | 6% | 6%
O=C(Nc1ccc(NC(=O)C2CCCCC2)nc1)c1ccco1 | -7 | 13% | 2% | 2% | 4.2% | i | 52%[activator] | -2% | ?
Cc1ccc(C(=O)N2CCC(n3nccc3NC(=O)C3CCOC3)CC2)cc1 (stereo not given) | -8 | 2% | -2% | 12% | -1.6% | i | 8% | 3% | 4%
Cc1ccc(/C=C/C(=O)c2ccc([N+](=O)[O-])o2)cc1 | -113* | 7.9µM* | -9% | 3.3µM* | ? | 8.9µM* | ? | -19% | 2%
Cc1ccc(-c2ocnc2C(=O)N2CCN(C(=O)c3cccs3)CC2)cc1 | -9 | -7% | 1% | 0% | -0.7% | i | 6% | -11% | 7%
CC(Nc1nc(-c2cccnc2)nc2ccccc12)c1ccc(F)cc1 (stereo not given) | -68* | ? | 1% | ? | 0.5% | i | ? | -18% | ?
O=C1CN(C(=O)c2ccc(Br)o2)C(c2ccc(F)cc2)c2cc(Cl)ccc2N1 (stereo not given) | -6 | ? | ? | ? | 3.2% | i | -22% | -1% | ?
CC1CCc2nc(NC(=O)CN3CCN(c4ccc(F)cc4)CC3)sc2C1 (stereo not given) | -26 | -19% | -14% | 16% | -0.8% | i | -8% | -23% | ?
COc1ccc(O)c(/C=N/NC(=S)NCCc2ccccc2)c1 | -97* | ? | 3% | ? | 10% | ? | ? | -166% | 14%
COc1ccc(NC(=O)CN2CCc3ccccc3C2)c([N+](=O)[O-])c1 | 8 | -29% | -12% | 0% | 2.2% | ? | 20% | 15% | 1%
CCOC(=O)C1=CC[C@@H](c2cc3ccc(OC)cc3n2C)N(S(=O)(=O)c2ccc(C)cc2)[C@H]1C(=O)OCC | 33 | 1% | -2% | 14% | -0.6% | i | -7% | 1% | -19%
CCOC(=O)c1cnc2c(ccc3ccccc32)c1Nc1ccc(N(C)C)cc1 | · | 26% | -16% | · | 5.6% | i | 21% | 2% | 11%
CCN(CC)CCNC(=O)CS(=O)Cc1nc(-c2ccc(C)cc2)oc1C (stereo not given) | 20 | 3% | 21% | 1% | 0.0% | i | -7% | -14% | 0%
Cc1cccc(C(=O)Nc2cccc(C(=O)N3CCOCC3)c2)c1 | 15 | -28% | -3% | -1% | 0.2% | i | 18% | -29% | 13%

Filtered by structure: the compounds so far containing an aryl methoxy group (8)
SMILES | IL1B secr inh | TGFb SMAD3 inh | A549 viability | MCF10A rerep | Nrf2 ARE act | S2 tox | ATXN2 expr inh | HepG2 viability | Nrf2 inh
COc1ccc(/C=C2\Oc3cc(OCC(=O)N4CC(O)C[C@H]4C(=O)O)ccc3C2=O)cc1OC (stereo not given in full) | 4 | 0% | ? | -9% | 0.0% | i | -10% | -6% | -7%
COc1cc(/C=C/C(=O)OCC(=O)NC2CC2)cc(S(=O)(=O)N2CCc3ccccc32)c1OC | 8 | 2% | -12% | 0% | 3.8% | i | -19% | -1% | ?
COc1cc(OC)c(N(C)S(=O)(=O)c2cccc(C(=O)OCC(=O)N3CCOCC3)c2)cc1Cl | 36 | 10% | 0% | 7% | 0.2% | ? | -3% | -3% | ?
COC(=O)c1ccc2c(=O)n(CCCCCC(=O)N3CCN(c4ccc(OC)cc4)CC3)c(=O)[nH]c2c1 | · | 29% | 2% | · | 3.9% | · | · | 5% | ·
C=CCOC(=O)C1=C(C)Nc2nnnn2C1c1cc(OC)ccc1OC (stereo not given) | 56 | 0% | -10% | -2% | -0.1% | i | 4% | -16% | -7%
COc1ccc(O)c(/C=N/NC(=S)NCCc2ccccc2)c1 | -97* | ? | 3% | ? | 10% | ? | ? | -166% | 14%
COc1ccc(NC(=O)CN2CCc3ccccc3C2)c([N+](=O)[O-])c1 | 8 | -29% | -12% | 0% | 2.2% | ? | 20% | 15% | 1%
CCOC(=O)C1=CC[C@@H](c2cc3ccc(OC)cc3n2C)N(S(=O)(=O)c2ccc(C)cc2)[C@H]1C(=O)OCC | 33 | 1% | -2% | 14% | -0.6% | i | -7% | 1% | -19%
